Screening results as filed in PubChem BioAssay.
PAFAH2 inh: PAFAH2 enzyme inhibitors, primary screen, biochemical, fluorescence polarization, human; recombinant PAFAH2, FP-rhodamine activity probe; Platelet-activating factor acetylhydrolase 2, cytoplasmic (Homo sapiens), Q99487; inhibition, % at 3.39 µM; 340,000 tested, 0.99% active;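 active = inhibition above the mean over all tested compounds plus 3 SD, cut at about 30% in these data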;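 note: inhibitors block probe labeling of enzyme so polarization drops; 0% = enzyme with DMSO and 100% = wells lacking PAFAH2 protein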
PAD4 inh: human PAD4 inhibitors, primary screen, biochemical, fluorescence polarization, 1536-well format | Protein-arginine deiminase type-4 (Homo sapiens), Q9UM07 | recombinant PAD4, RCA probe fluorescence polarization | inhibition, % at 6.36 µM | 330,000 tested, 0.41% active;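 active = percent inhibition above a cutoff equal to the mean of all tested compounds plus 3 SD, cut at about 15% in these data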;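 note: 0% = PAD4 with RCA probe and DMSO and 100% = probe without PAD4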
Target sequence (Q9UM07 whole entry, looked up): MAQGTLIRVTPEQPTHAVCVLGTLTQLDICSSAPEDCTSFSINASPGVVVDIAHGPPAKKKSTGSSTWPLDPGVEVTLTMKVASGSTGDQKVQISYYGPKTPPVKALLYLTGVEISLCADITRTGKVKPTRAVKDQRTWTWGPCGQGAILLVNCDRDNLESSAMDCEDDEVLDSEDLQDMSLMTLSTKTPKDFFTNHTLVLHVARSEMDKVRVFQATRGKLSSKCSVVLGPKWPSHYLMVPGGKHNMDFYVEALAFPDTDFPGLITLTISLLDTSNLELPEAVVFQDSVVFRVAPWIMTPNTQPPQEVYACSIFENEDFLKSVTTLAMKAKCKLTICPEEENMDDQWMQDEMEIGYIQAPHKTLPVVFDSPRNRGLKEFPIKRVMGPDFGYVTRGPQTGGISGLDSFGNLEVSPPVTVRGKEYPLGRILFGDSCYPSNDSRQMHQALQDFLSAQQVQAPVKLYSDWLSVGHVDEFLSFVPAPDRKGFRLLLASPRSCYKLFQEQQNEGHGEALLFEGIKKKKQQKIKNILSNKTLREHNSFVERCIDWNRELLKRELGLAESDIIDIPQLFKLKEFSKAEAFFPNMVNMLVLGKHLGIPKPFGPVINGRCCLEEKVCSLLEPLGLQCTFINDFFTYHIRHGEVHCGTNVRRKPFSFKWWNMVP
LYPLA2 counter: LYPLA2 inhibitors, primary screen, counter-screen for PME1 inhibitor project, biochemical, fluorescence polarization, FP-Rh probe ABPP | recombinant LYPLA2 | inhibition, % at 5.9 µM | 320,000 tested, 0.38% active | AID 2177, 2009;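 active = inhibition above the screen-wide mean plus 3 SD, limit set per campaign, cut at about 26% in these data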;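 note: 0% = LYPLA2 with DMSO and 100% = wells lacking LYPLA2 enzyme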
Target sequence (O95372 whole entry, looked up): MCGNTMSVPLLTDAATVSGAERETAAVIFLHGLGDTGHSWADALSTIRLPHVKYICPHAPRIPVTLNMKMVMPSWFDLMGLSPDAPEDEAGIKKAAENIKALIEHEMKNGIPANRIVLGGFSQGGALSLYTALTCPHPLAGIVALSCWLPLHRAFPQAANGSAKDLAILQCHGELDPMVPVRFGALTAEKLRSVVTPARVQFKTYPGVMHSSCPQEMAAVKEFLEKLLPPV
GSTO1 counter: inhibitors of recombinant GSTO1, primary screen, counter-screen for RBBP9 inhibitor project, biochemical, fluorescence polarization. activity-based probe fluorescence polarization. inhibition, % at 5.96 µM. AID 1974, 2009. 300,000 tested, 1.1% active;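 active = inhibition above the campaign mean inhibition plus 3 SD, cut at about 35% in these data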;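 note: 0% = GSTO1-1 with DMSO and 100% = wells lacking GSTO1-1 enzyme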
PAFAH1B3 FP inh: PAFAH1B3 enzyme inhibitors, primary screen, biochemical, fluorescence polarization, human. Platelet-activating factor acetylhydrolase IB subunit alpha1 (Homo sapiens), Q15102. recombinant PAFAH1B3, FP-rhodamine probe. AID 492972, 2010. 340,000 tested, 0.28% active. inhibition, % at 3.39 µM;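 active = inhibition above the screen-wide average of all tested compounds plus 3 SD, cut at about 25% in these data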;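 note: 0% = enzyme with DMSO only and 100% = wells lacking PAFAH1B3 protein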
PME-1 primary: PME-1 inhibitors via competitive probe labeling, primary screen, biochemical, fluorescence polarization, FP-Rh probe, HTS. AID 2130, 2009. 320,000 tested, 0.53% active. Protein phosphatase methylesterase 1 (Homo sapiens), Q9Y570. inhibition, % at 5.9 µM. recombinant PME-1;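 active = inhibition above the campaign mean of all compounds plus 3 SD, cut at about 26% in these data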;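 note: competitive labeling of PME-1 active site by serine hydrolase directed probe; 0% = PME-1 with DMSO and 100% = wells lacking PME-1 enzyme; inhibitors block probe labeling so polarization falls and inhibition rises; many of its hits are not listed in these tables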
PAFAH1B2 inh: PAFAH1B2 enzyme inhibitors, primary screen, biochemical, fluorescence polarization, human; 340,000 tested, 1.2% active; inhibition, % at 3.39 µM; AID 492953, 2010; recombinant PAFAH1B2, FP-rhodamine activity probe; Platelet-activating factor acetylhydrolase IB subunit alpha2 (Homo sapiens), P68402;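 active = inhibition above the mean of all tested compounds plus 3 SD, cut at about 24% in these data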;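 note: 0% = enzyme with DMSO and 100% = wells lacking PAFAH1B2; many of its hits are not listed in these tables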
pPAFAH FP inh: pPAFAH enzyme inhibitors, primary screen, biochemical, fluorescence polarization, human. recombinant pPAFAH, FP-rhodamine probe fluorescence polarization. inhibition, % at 3.39 µM. 330,000 tested, 1.5% active;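 active = inhibition above the mean inhibition across the screen plus 3 SD, cut at about 25% in these data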;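 note: inhibitors block binding of the rhodamine activity-based probe so polarization drops; 0% = enzyme with DMSO and 100% = wells lacking pPAFAH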
LYPLA1 inh: LYPLA1 inhibitors, primary screen, counter-screen for PME1 inhibitor project, biochemical, fluorescence polarization, FP-Rh probe ABPP; recombinant LYPLA1; Acyl-protein thioesterase 1 (Homo sapiens), O75608; inhibition, % at 5.9 µM; 320,000 tested, 0.16% active;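 active = inhibition above the mean of all tested compounds plus 3 SD, set per campaign, cut at about 14% in these data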;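 note: inhibitors block serine hydrolase probe labeling of LYPLA1 so polarization falls; 0% = enzyme with DMSO and 100% = wells lacking LYPLA1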
* hit, by the source's call; nt = not tested or not shown; & = joins results of further samples. Not all compounds are listed; the hit share may differ from the screen's.

SMILES	PAFAH2 inh	PAD4 inh	LYPLA2 counter	GSTO1 counter	PAFAH1B3 FP inh	PME-1 primary	PAFAH1B2 inh	pPAFAH FP inh	LYPLA1 inh
CCn1c(=O)c2sccc2n(Cc2cc(C(=O)OC)ccc2OC)c1=O	-5.3	0.9	0.8	-1.2	16.9	1.1	-3.8	0.0	1.5
Nc1ccccc1SCc1c(Cl)cccc1Cl	9.6	4.3	-4.0	7.7	3.1	-3.1	6.7	-1.1	-3.8
COc1ccc(/C=N/NC(=O)CNc2n[nH]c(=O)[nH]c2=O)cc1OC	-3.2	0.1	-2.0	1.8	3.1	-3.7	3.7	-1.9	-0.5
Nc1c(N(CCC2=CCCCC2)C(=O)Cc2ccccc2F)c(=O)[nH]c(=O)n1Cc1ccccc1	3.1	-1.0	3.3	nt	3.1	-6.2	6.5	7.2	1.8
CC(NC(=O)Cc1ccc(F)cc1)c1ccc(F)cc1 (stereo not given)	9.6	-0.1	-1.1	13.2	1.5	-1.6	7.5	-4.2	0.6
Cn1nc(Oc2nc(N3CCOCC3)nc(N3CCOCC3)n2)ccc1=O	0.7	-2.8	-2.5	-7.2	2.1	1.6	0.6	-3.1	-2.0
Oc1oc(-c2ccccc2)nc1/C=N/c1nccs1	8.8	1.1	8.2	-1.9	7.4	-5.3	-1.2	0.9	-2.5
CN(C)C(=O)N1CCC(C(=O)NCC2CCCO2)CC1 (stereo not given)	1.9	-0.9	-2.5	9.2	7.1	-7.6	-1.2	-0.3	-0.4
CSCCC(NC(=O)c1ccccc1)C(=O)NCC(C)(C)N1CCOCC1 (stereo not given)	3.0	0.1	-0.4	nt	7.9	-4.3	-3.4	-5.7	-4.2
COc1cc2nc(SCC(=O)c3ccc(Br)cc3)n3nc(C)nc3c2cc1OC	-6.6	-1.0	9.8	6.2	4.2	1.8	1.5	2.6	3.0
O=C(CSc1nnc(SCc2ccccc2)s1)N/N=C/c1ccc(Cl)cc1Cl	-7.9	1.6	-11.1	2.1	9.7	3.1	6.1	7.0	-0.5
COC(=O)C1=C(C)N(c2ccc(OC)cc2)C(=O)/C1=C\c1cccs1	1.1	-4.2	-2.6	8.3	13.7	-4.3	-2.5	-0.5	-7.9
COc1ccc(/C(C)=N/Nc2cc(C(F)(F)F)ccc2Cl)c(OC)c1	nt	4.2	3.2	6.9	nt	6.2	nt	-1.2	3.3
Cc1ccccc1C(OCCN(C)C)c1ccccc1 (stereo not given)	8.7&10.8	2.8&1.4	2.0	3.7	1.7&2.1	-3.6	-3.6&-1.2	2.3&1.7	-3.1
CCCCn1c(SCC(=O)NC2CCCC2)nnc1-c1ccco1	-1.1	-1.1	-1.9	3.5	1.3	0.0	3.6	2.2	-0.7
Cc1ccc(OCc2nnc(SCC(=O)NCc3ccccc3)n2C)cc1	-1.1	-7.4	1.6	-11.8	9.0	0.7	8.7	11.5	-0.5
CC(C)C[C@@]12C(=O)N(c3cccc(F)c3)C(=O)N1[C@H](c1ccc(Cl)cc1)[C@@H]1C(=O)N(C3CCCCC3)C(=O)[C@@H]12	4.7	-1.2	-4.0	-11.4	-9.8	-7.0	6.9	0.9	-2.9
COC(=O)c1cnc(NNS(=O)(=O)c2ccc(C(F)(F)F)cc2)nc1C(F)(F)F	-6.5	3.4	1.6	5.6	-0.8	-3.0	11.0	7.2	4.9
O=C(O)Cc1nn(Cc2ccc(Cl)cc2)c(=O)c2ccccc12	-7.5	-3.0	-1.6	1.4	6.8	-6.9	10.4	2.9	0.6
COc1ccc(N=C2NC(=O)/C(=C/c3ccc(O)c(OC)c3)S2)cc1	19.8	-3.4	-3.1	-6.5	7.5	7.3	3.5	17.1	-2.4
CCOC(=O)Cn1nc(-c2ccccc2)c(-c2ccccc2)nc1=O	24.2	-1.4	1.2	-2.3	10.4	2.2	11.5	0.3	-1.0
O=C(CC12CC3CC(CC(C3)C1)C2)N/N=C/c1ccncc1	3.7	-1.7	8.8	-1.5	1.8	2.4	13.3	2.4	1.5
O=C(/C=C/Nc1ccc(F)cc1F)c1ccc(Br)cc1	nt	-2.7	-2.1	1.0	nt	-1.0	nt	-1.3	-3.6
COC(=O)c1ccc2c(c1)NC(=O)C(N1CCCC1)S2 (stereo not given)	2.0	0.2	7.5	1.3	1.1	-2.2	1.9	-2.4	-1.9
CCC(CC)C(=O)Nc1nc(-c2ccc3c(c2)CCN3C(=O)C2CC2)c(C)s1	14.7	5.3	-8.8	-3.5	1.2	-2.9	-1.0	4.7	-4.4
More entries:
SMILES	PAFAH2 inh	PAD4 inh	LYPLA2 counter	GSTO1 counter	PAFAH1B3 FP inh	PME-1 primary	PAFAH1B2 inh	pPAFAH FP inh	LYPLA1 inh
COc1ccc(NS(=O)(=O)c2ccc3[nH]c(=O)[nH]c3c2)cc1OC	3.3	-2.4	2.7	-17.5	7.5	-1.8	5.5	1.8	3.5
COC(=O)c1cc(COC(=O)c2ccc3ccccc3n2)oc1C	-1.1	-3.0	-2.3	4.8	4.6	1.6	2.2	7.4	-6.1
Cc1nn(C(=O)c2ccco2)c(C)c1Sc1ccc([N+](=O)[O-])cc1	3.6	3.1	-3.5	2.4	4.6	-2.8	10.0	0.6	-1.5
COC1=C(N2CCOCC2)C(=O)c2ccccc2C1=O	5.1	2.6	4.8	57.8*	5.0	-9.5	3.9	-4.3	-5.4
CSc1nc(-c2ccccc2)nn1C(=O)c1ccc(Cl)cc1	6.0	1.7	1.6	-4.7	7.5	-2.1	5.2	1.7	-2.8
Cc1cccc(CCNC(=O)C2CCCN(c3cnccn3)C2)c1 (stereo not given)	1.8	-1.6	-5.8	0.4	3.2	0.8	-1.4	0.5	-2.0
CCOc1ccc(CCNC(=O)COC(=O)Cc2ccc(OC)c(OC)c2)cc1OCC	-4.1	-5.3	11.5	5.2	5.8	-3.8	-4.0	0.7	4.3
Cc1cccc(NS(=O)(=O)c2cccc([N+](=O)[O-])c2)n1	-5.4	1.2	2.8	4.0	6.4	-1.3	10.1	1.9	-0.2
COc1ccccc1N1CCN(C(=O)COc2ccc(Cl)cc2Br)CC1	0.1	2.7	-2.3	-1.0	13.5	4.1	2.9	10.8	-2.2
COc1cc(CN(C)C)cc(C=O)c1O	0.4	-2.7	-0.7	11.0	2.7	-2.0	-0.4	1.9	0.8
COc1ccc(S(=O)(=O)Nc2ccccc2)cc1	13.0	-3.7	-2.1	12.7	6.8	-0.6	6.4	18.1	1.5
COc1ccc(Cl)cc1C(=O)OCC(=O)NCc1cccs1	1.8	-0.4	-2.7	nt	8.9	3.6	-2.9	3.1	-1.9
Cc1nn(-c2ccccc2)c(C)c1C(=O)OCc1ccc(C#N)cc1	3.3	3.1	-1.1	-1.4	-3.5	0.6	-5.1	5.3	-3.4
CCOC(=O)c1cc2sccc2n1CC(=O)N1c2ccccc2CC1C (stereo not given)	-2.4	2.0	1.9	1.5	-4.5	-4.0	-3.1	-6.0	1.6
COc1cc(NC(=S)N2CCCC(CO)C2)c(OC)cc1Cl (stereo not given)	-4.6	1.6	-0.4	-3.6	0.8	-0.8	4.4	-1.4	-0.9
NC(=O)Cn1ccc(O)c(Cc2ccc(Cl)cc2Cl)c1=O	-4.6	0.2	-1.4	-2.3	-8.1	-1.9	14.6	-0.1	0.8
Cc1cccc(N2CCN(c3nc4ccccc4n4cnnc34)CC2)c1C	-2.9	-1.9	-0.1	3.1	1.4	3.3	-1.9	3.4	-0.1
CC(=O)NC12CC3CC(C1)CC(C(=O)N1CCN(c4ncccn4)CC1)(C3)C2	4.4	-3.5	5.4	0.4	-5.0	5.6	1.5	3.5	1.8
Cc1cc(C)c(C#N)c(SCC(=O)Nc2cc(C)on2)n1	-10.0	-5.5	nt	nt	5.7	nt	3.0	2.8	nt
Fc1ccc(OCCCCCN2CCCC2)cc1	0.4	-1.4	0.5	5.0	0.1	0.3	-4.6	6.0	1.3
COc1ccccc1NCC(=O)Nc1cc(S(=O)(=O)N2CCOCC2)ccc1N1CCOCC1	5.8	2.3	2.8	-13.6	0.8	3.8	-3.5	7.2	0.3
COc1ccc(S(=O)(=O)c2nnn(-c3cccc(OC)c3)c2N)cc1	4.1	-1.4	-0.9	5.8	5.6	-0.5	-1.4	-4.2	3.0
COc1cccc(OCCOCCOc2ccc(C)cc2[N+](=O)[O-])c1	6.8	7.3	6.0	-2.5	0.3	4.8	1.9	3.6	2.8
O=C(CCC(=O)N1CCCc2ccccc21)N1CCN(S(=O)(=O)c2ccccc2)CC1	6.5	1.0	1.5	0.3	16.4	0.0	6.6	6.8	3.1
CC(C(=O)Nc1ccc([N+](=O)[O-])cc1Cl)N1CCN(S(=O)(=O)c2cccs2)CC1 (stereo not given)	-4.2	-1.6	2.0	nt	8.3	-9.3	-7.3	-0.4	0.6
Additional compounds follow.
SMILES	PAFAH2 inh	PAD4 inh	LYPLA2 counter	GSTO1 counter	PAFAH1B3 FP inh	PME-1 primary	PAFAH1B2 inh	pPAFAH FP inh	LYPLA1 inh
Cc1ccc(C(=O)N/N=c2\oc3ccccc3cc2C(N)=O)cc1	7.6	-0.1	1.2	-3.3	7.4	2.4	3.9	5.4	-3.0
COc1ccc(NC(=O)c2cc(OC)c(OC)c(OC)c2Br)cc1OC	-2.3	-3.5	-0.5	7.8	8.4	-1.2	-2.8	-0.5	1.1
COc1cccc(C(=O)NCCCNC(=O)c2cccnc2)c1	-1.9	2.6	2.6	-7.0	3.7	-1.5	4.0	6.3	-1.8
Cc1cccc(N(C(=O)c2csnn2)C(C(=O)NC(C)(C)C)c2ccncc2)c1 (stereo not given)	-2.3	-3.2	2.9	1.6	10.3	0.9	2.8	1.5	2.7
[O-]c1n[n+](-c2ccc(Cl)cc2Cl)cc2ccccc12	-7.2	-1.9	3.5	16.8	-0.4	-2.9	2.4	-1.7	1.2
Cc1ccc(N2CC(C(=O)N3CCC(C(=O)Nc4nnc(C(C)C)s4)CC3)CC2=O)cc1 (stereo not given)	-3.6	-3.2	4.8	-1.2	5.6	1.2	0.4	-2.9	1.6
COc1ccc(C2=Nn3c(nnc3-c3ccco3)SC2)cc1	7.3	1.1	-0.1	-9.4	10.7	-1.8	7.2	7.5	-2.0
CN(Cc1cccs1)C(=O)Cc1c[nH]c2ccccc12	1.0	-0.9	-1.6	2.9	9.4	-1.3	-1.4	-0.5	-2.5
CCOc1ccc(OCc2ccc(C(=O)N(CC)CC)cc2)cc1	-3.6	1.0	9.8	6.7	4.8	1.5	-0.9	-1.3	7.4
CCCN1C(=S)c2ccccc2C1c1ccccc1 (stereo not given)	1.7	3.2	-0.1	60.1*	-0.3	-7.8	11.0	3.6	-2.9
COCCN(C(=O)CCl)C(C(=O)NC1CCCCC1)c1ccccc1C (stereo not given)	0.8	2.5	11.6	99.4*	1.3	-4.2	0.1	7.1	6.3
